Assay outcomes from PubChem.
SENP8 block-1 = SENP8 protease inhibition; AID 2540; purified SENP8, Z-RLRGG-aminoluciferin cleavage, luminescence; inhibition, % at 10 µM; Q96LD8; hit rate 1.2% among 330,000; in the data active means inhibition above about 50%
Target sequence (Q96LD8 whole entry, looked up): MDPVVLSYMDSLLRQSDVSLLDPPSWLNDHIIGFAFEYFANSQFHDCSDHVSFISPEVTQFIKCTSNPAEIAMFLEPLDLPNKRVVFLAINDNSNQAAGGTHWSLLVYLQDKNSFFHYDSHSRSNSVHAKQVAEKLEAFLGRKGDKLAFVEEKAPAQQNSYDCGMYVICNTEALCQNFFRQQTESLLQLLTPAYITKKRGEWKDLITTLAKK
UBC13 inh = human UBC13 polyubiquitination inhibition | P61088 | UBC13 polyubiquitin chain formation, TR-FRET | inhibition, % at 20 µM | hit rate 0.47% among 330,000 | AID 485273; in the data active means inhibition above about 45%, passing the limit was not always enough
Target sequence (P61088 whole entry, looked up): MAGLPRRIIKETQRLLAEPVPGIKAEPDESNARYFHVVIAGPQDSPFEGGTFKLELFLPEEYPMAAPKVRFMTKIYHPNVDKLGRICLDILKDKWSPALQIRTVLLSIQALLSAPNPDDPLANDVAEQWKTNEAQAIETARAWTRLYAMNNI
SENP8 block-2 = inhibitors of human SENP8 protease. AID 602440. Q96LD8. inhibition, % at 20 µM. recombinant SENP8, Nedd8 substrate fluorescence. hit rate 0.64% among 360,000; in the data active means inhibition mostly above about 40%, no sharp cut-off; inactive means mostly below about 27%
HKDC1 inhibitor = HKDC1 (human) hexokinase inhibition; inhibition, % at 20 µM; hit rate 0.16% among 340,000; Q2TB90; recombinant HKDC1, G6PDH/diaphorase resazurin coupled fluorescence;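 active means inhibition above about 35% when tested at 20 µM, limit read from the data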;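 further: plate controls were DMSO wells with enzyme for no effect and DMSO wells lacking enzyme for full effect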
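test system = in-house recombinant HK5 (HKDC1) enzyme | amount = HKDC1 at 5 µg/mL | control set = DMSO-enzyme wells negative, buffer-substituted wells positive | compound = one dose of 20 µM, 1% DMSO | schedule = reaction time 90 min, room temperature, protected from light | technique = resorufin fluorescence at 613 nm | reagent = glucose with 1 mM ATP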
beta cell repl = inducers of beta-cell replication in MIN6 cells; MIN6 cells proliferation, ATPlite luminescence, 48 h; cells starved in 0.2% serum; 100% = growth in 10% serum; proliferation, % at 10 µM; hit rate 0.29% among 330,000; AID 2380;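 active means compounds whose signal lies at least 3.5 SD above the mean of all wells on their plate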;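 further: 0% = DMSO-treated cells in low-serum medium and 100% = 10% serum control; some compounds called inactive have numbers as strong as hits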
SENP6 inh = SENP6 protease inhibition. Q9GZR1. Recombinant SENP6 catalytic domain, aminoluciferin luminescence. inhibition, % at 10 µM. hit rate 1.8% among 330,000. AID 2599;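 active means inhibition above about 50% at the single tested dose, limit read from the data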;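 further: plate controls were DMSO wells with enzyme for no effect and DMSO wells lacking enzyme for full effect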
Target sequence (Q9GZR1 628-1112 limits assumed): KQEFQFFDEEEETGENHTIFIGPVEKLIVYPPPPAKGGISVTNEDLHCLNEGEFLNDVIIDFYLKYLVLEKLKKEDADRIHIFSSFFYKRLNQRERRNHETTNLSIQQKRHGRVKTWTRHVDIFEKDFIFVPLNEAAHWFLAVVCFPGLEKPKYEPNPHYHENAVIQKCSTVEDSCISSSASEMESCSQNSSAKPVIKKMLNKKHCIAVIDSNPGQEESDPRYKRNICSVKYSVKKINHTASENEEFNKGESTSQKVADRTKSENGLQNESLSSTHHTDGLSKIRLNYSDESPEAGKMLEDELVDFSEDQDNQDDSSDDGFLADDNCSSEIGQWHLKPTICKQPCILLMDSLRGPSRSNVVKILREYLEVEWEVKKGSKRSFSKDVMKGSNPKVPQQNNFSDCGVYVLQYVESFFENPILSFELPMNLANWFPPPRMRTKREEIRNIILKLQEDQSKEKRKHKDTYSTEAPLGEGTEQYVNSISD
SENP1 inh = SENP1 (human) catalytic domain inhibition; Q9P0U3; recombinant SENP1 catalytic domain, CyPet-SUMO1-YPet FRET cleavage; inhibition, % at 10 µM; hit rate 0.21% among 360,000; AID 624204;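 active means inhibition at least 30% at 10 µM, raw YFP signal under a set limit, fluorescence ratio 0.5 to 1.5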;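 further: 0% = enzyme with DMSO and 100% = no enzyme wells; some results filed as inactive read as strong as hits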
Target sequence (Q9P0U3 419-644 limits assumed): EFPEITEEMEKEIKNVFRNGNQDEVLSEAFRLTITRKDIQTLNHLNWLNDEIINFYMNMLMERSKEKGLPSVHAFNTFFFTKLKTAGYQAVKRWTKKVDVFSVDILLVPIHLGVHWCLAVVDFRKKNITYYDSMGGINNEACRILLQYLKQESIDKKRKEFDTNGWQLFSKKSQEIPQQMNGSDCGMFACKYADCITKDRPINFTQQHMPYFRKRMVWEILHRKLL
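Compound: 10 µM single point, 0.5% DMSO; Test system: hSENP1 catalytic domain, recombinant; Timing: 50 min reaction at room temperature; Technique: FRET, CFP and YFP emission; Control set: no-enzyme wells low, DMSO-plus-enzyme wells high control.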
PfGluPho inh = PfG6PD (Plasmodium falciparum) enzyme inhibition | inhibition, % at 20 µM | PfGluPho enzyme, NADPH resazurin-diaphorase fluorescence | hit rate 0.78% among 350,000 | AID 504690;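 active means inhibition reaching at least a set limit at 20 µM in the primary screen, cut at about 59% in these data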;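 further: 0% = DMSO wells with substrate and 100% = DMSO wells lacking glucose-6-phosphate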
SENP7 inh = SENP7 protease inhibition; Q9BQF6; recombinant SENP7, Z-RLRGG-aminoluciferin luminescence, 40 min; inhibition, % at 5 µM; hit rate 1.5% among 330,000;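 active means inhibition above about 50% at the single test dose, limit read from the data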;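 further: plate controls were DMSO with enzyme for no effect and no enzyme buffer wells for full effect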
* marks the source's active call; other numbers are inactive results; . = not tested or not shown.

Every second line gives: SENP8 block-1, UBC13 inh, SENP8 block-2, HKDC1 inhibitor, beta cell repl, SENP6 inh, SENP1 inh, PfGluPho inh, SENP7 inh
- CCOC(=O)c1c(C)[nH]c(C)c1S(=O)(=O)N1CCN(c2ccc([N+](=O)[O-])cc2)CC1
 : -8, -10, 2, -1, -2, 12, -6, -2, -2
- Cc1cc(=O)oc2cc(O)c(N=Nc3ccccc3)cc12
 : -7, -31, -1, 4, -2, -17, 2, 17, 7
- O=C1C2C3C=CC(CC3)C2C(=O)N1c1ccccc1 (stereo not drawn)
 : 5, 1, 15, 2, -2, 12, 0, -2, -3
- COc1ccc(-n2ncc3c2CC(C)(C)CC3NC(=O)c2ccnn2C)cc1 (stereo not drawn)
 : 6, -8, -1, 1, 2, 11, 3, 6, -8
- CC1CCCC(NC(=O)Cn2cc(Br)ccc2=O)C1C (stereo not drawn)
 : -3, -23, 11, -2, -1, -13, 1, 0, -10
- CCN1CCc2c(sc(NC(=O)c3cc4ccccc4cc3OC)c2C(N)=O)C1
 : -3, 25, -435, 14, -7, 41, -29, 32, -1
- Cc1csc(SCC(=O)Nc2cc(C(C)(C)C)nn2-c2ccccc2)n1
 : -1, -3, 12, 0, -2, -1, 0, -6, -12
- O=C(Cn1nnc(-c2ccccc2F)n1)NCc1ccco1
 : -1, -1, 8, -10, 1, -6, -1, -4, -7
- Cc1ccc(S(=O)(=O)N2CCN(C(=O)[C@H](Cc3ccccc3)NC(=O)c3ccco3)CC2)cc1C
 : -9, 6, -2, 1, -2, -9, 1, 0, -1
- Cc1cc(C)cc(NC(=O)N2CCCC2C(=O)Nc2ccc(-n3cnnn3)cc2)c1 (stereo not drawn)
 : 1, 3, 26, -3, -2, -6, 1, 12, 3
- COc1ccc2c(CN3CCN(S(=O)(=O)c4cccs4)CC3)cc(=O)oc2c1
 : 3, -1, -22, -1, -1, 0, -10, -4, 3
- CCN(CC(=O)Nc1cc(C)on1)CC(=O)Nc1ccccc1C(F)(F)F
 : -3, -10, 6, 0, -1, -11, 0, 3, -2
- CCCCn1c(NC(C)CC)nc2c1c(=O)[nH]c(=O)n2C (stereo not drawn)
 : 3, 10, 31, 3, -1, 9, 1, -12, 1
- CC1(C)CC(=O)C2=C(C1)N(Cc1cccnc1)C(=O)C2(NC(=O)C1CC1)C(F)(F)F (stereo not drawn)
 : -11, -17, 5, -6, -3, -6, 4, -3, -11
- Cc1ccc(CNc2ncccc2-c2nc3cc(Cl)ccc3o2)cc1
 : -2, 4, -260, 1, -1, 10, -31, -6, 15
- COc1ccc(NC(=O)CN(C)C(=O)CCCN2C(=O)c3cccc4cccc(c34)C2=O)cc1
 : -9, 8, -113, -1, 0, -14, -2, -15, -7
- COC(=O)c1c(C)nc2nonc2c1N
 : -5, 2, -399, -1, -1, -15, -34, -4, -6
- Cc1c(C(=O)NCc2cccnc2)oc2ccc(S(=O)(=O)N3CCC4(CC3)OCCO4)cc12
 : -3, -2, 13, 10, -3, -21, 0, -6, 9
- CCC(Cc1ccccc1)NC(=O)C1CCCCC1 (stereo not drawn)
 : -7, -6, 22, -6, -1, 23, 2, -3, 5
- Nc1nc(N2CCOCC2)nc2ccccc12
 : 0, 9, -471, -7, 2, 7, 2, 4, 1
- COc1ccccc1NC(=O)Cn1cc(C#N)c2ccccc21
 : 0, 19, -8, 5, -3, 6, -3, -3, 7
- CC(C)(C)OC(=O)N1CCOCCOCCN(C(=O)OC(C)(C)C)CCOCCOCC1
 : -1, -3, 15, -3, -1, -6, 1, -14, 6
- C/C=C/c1ccc(OCC(=O)OCc2csc(CC(=O)Nc3ccccc3C)n2)c(OC)c1
 : -22, -4, -17, 5, 1, -31, -20, 9, -3
- Cc1ccc2c(CN3CCN(Cc4ccccc4)CC3)cc(=O)oc2c1
 : -1, -2, 22, 1, 2, 7, -1, 8, -4
- CCOc1ccc(C(=O)Nc2ccc3c(c2)OCCO3)cc1OC
 : -3, -14, 18, -9, -2, 21, 0, 7, 13
- COc1ccc(C(=O)N2CCN=C2SCc2cccnc2)c(OC)c1
 : 1, 3, 4, -3, 3, 3, -1, 1, 1
- CCOC(=O)N1CCN(C(=O)c2cnc3n(c2=O)CCS3)CC1
 : 5, 4, 18, -6, -1, -5, 1, 6, 4
- Cc1c(NC(=O)c2ccc(CC(C)C)o2)c(=O)n(-c2ccccc2)n1C
 : -7, -2, 25, -7, -2, -22, 2, 1, -5
- CC1(C)CC(NCCC(c2ccccc2)c2ccco2)CCO1 (stereo not drawn)
 : 6, 0, 21, -3, 0, 2, -1, 3, 5
- Cc1cccc(N2CCN(S(=O)(=O)c3ccc4c(c3)NC(=O)CO4)CC2)c1C
 : 2, 5, 18, -4, -1, 13, 1, -6, -3
- O=C(CN1C(=O)C(c2ccccc2)Oc2cccnc21)NCc1ccccc1F (stereo not drawn)
 : -2, 5, -17, -3, -1, -9, -9, 14, 0
- O=C(CSc1nc2ccccc2c(=O)n1-c1ccccc1)c1c[nH]c2ccccc12
 : -1, 0, 3, -9, 1, -13, -5, 6, 1
- CCNC(=O)c1ccc(C2SCC(=O)N2Cc2ccco2)cc1 (stereo not drawn)
 : 5, -4, 6, 1, 0, 9, 1, -16, 8
- Cc1[nH]c2ccc(C(=O)O)cc2c1C
 : 10, 4, -2, -8, -1, -17, -17, -14, -2
- COc1ccc(Cc2nn[nH]n2)cc1
 : -3, -1, 3, -5, 0, -20, 2, -13, -8
- C#CCOCCOCCOCCNc1nc(N2CCN(C(=O)[C@H]([C@@H](C)CC)n3cc(CCCCN)nn3)CC2)nc(N2CCN(C(=O)[C@H](CCCCN)n3cc(CC(C)O)nn3)CC2)n1 (stereo partly drawn)
 : -4, 20, 19, -3, -3, -15, -2, 4, -9
- COc1ccccc1OCC(=O)N1CCCC(Nc2ccc(F)c(F)c2)C1 (stereo not drawn)
 : -8, 1, 2, -2, 7, 1, -1, 14, 2
- Cc1cc(C)c(N2C(=O)C3C4CC(=O)C(c5ccccc54)C3C2=O)c(C)c1 (stereo not drawn)
 : 3, 2, 14, -5, 1, -8, 4, 14, 11
- C=CCNC(=S)NNC(=O)c1cccnc1
 : 1, 1, 21, -6, -1, 3, -1, 11, -4
- O=C(N/N=C/c1cccc([N+](=O)[O-])c1)C1COc2ccccc2O1 (stereo not drawn)
 : -11, -1, 7, 4, -2, -6, 4, 2, -11
- COC(=O)c1ccc(NC(=O)C2C3CCC(C3)C2C(=O)O)cc1 (stereo not drawn)
 : -11, -5, 13, -5, -3, -22, 1, -20, 13
- O=C(CSc1nc2ccccc2c2c1CCCC2)N1CCOCC1
 : -7, 10, 6, -2, -2, 14, -1, 8, -12
- O=C(Nc1cccc2nsnc12)c1ccc(-c2cccc(Cl)c2)o1
 : 12, 49*, -370, 8, -6, 32, 9, 53, 9
- Cc1cccc(N=Nc2c(N)n[nH]c2-c2ccc(Cl)cc2)c1
 : -4, 16, 22, -5, -5, 2, 0, 20, -4
- COc1ccc(NC(=O)CCC2CCCC2)cc1OC
 : 0, 4, 32, -3, 0, -7, 1, -2, 3
- Cc1nn(-c2ccccc2)c2sc(-c3nnc(SCC(=O)O)o3)cc12
 : -3, 4, -353, 8, 5.1*, -7, 0, -13, 4
- CC1CC(C)CN(S(=O)(=O)c2cccc(C(=O)N3CCN(c4ccc(F)cc4)CC3)c2)C1 (stereo not drawn)
 : -1, 7, 1, 1, -6, -6, -1, 8, 1
- C/C(=C\C(=O)c1ccccc1)Nc1ccc(O)cc1
 : -5, -7, 84*, 4, -4, 9, 2, 26, 17
- O=C(NCc1ccco1)c1ccccc1NS(=O)(=O)c1ccc2c(c1)OCCO2
 : -1, 2, -218, -3, -1, -22, 0, -39, 3
- CCCCNC(=O)COC(=O)CNC(=O)c1cc(Cl)cc([N+](=O)[O-])c1
 : -12, -9, 9, -5, -2, -20, 3, -6, -5
- O=C(Nc1c(F)cc(F)cc1Br)c1cc(S(=O)(=O)N2CCN(c3ccccn3)CC2)ccc1F
 : -14, -6, 11, -4, -4, -19, 3, 1, -6
- Cc1ccccc1N1CC(O)(c2cccs2)[N+]2=C1CCCC2 (stereo not drawn)
 : 7, 1, 28, -6, -4, 11, 2, 4, 3
- Cc1ccc(OCCC(=O)OC(C)C(=O)Nc2c(C)n(C)n(-c3ccccc3)c2=O)cc1 (stereo not drawn)
 : -3, -10, 6, -4, 0, -9, 3, 2, 9
- Cc1ccc(NCc2ccc(Cl)nc2)c(NCc2ccc(Cl)nc2)c1
 : 4, 4, -133, -9, -1, -15, 0, 41, 4
- O=C(NCc1nnc(SCC(=O)N2CCc3ccccc32)o1)c1cccs1
 : 1, 1, 16, -5, -2, 3, 1, 1, 3
- N#Cc1ccc(Oc2cccc(C(=O)O)c2)cc1C#N
 : 2, -7, 9, -1, -3, -4, -1, -11, 4
- Cc1ccc(OCc2cc(C(=O)N3CCN(CC(=O)NC(C)C)CC3)no2)cn1
 : 6, 6, -5, -6, 3, 3, 2, 13, 1
- O=C(OCc1nc2ccccc2[n+]([O-])c1C(=O)c1ccccc1)c1cccnc1
 : 5, 5, 17, -2, 0, -5, 2, -18, 4
- CCS(=O)(=O)Nc1ccc2c(c1)OCO2
 : 4, 0, 5, 9, -1, -4, 1, 10, -3
- CN(C)CCNc1nc2c(c(=O)[nH]c(=O)n2C)n1CCOc1ccccc1
 : -6, 2, 3, -4, 2, -11, 7, -11, -3

Printed as active in UBC13 inh, of those listed so far:
compound | UBC13 inh | HKDC1 inhibitor | SENP6 inh | SENP1 inh | PfGluPho inh | SENP7 inh
O=C(Nc1cccc2nsnc12)c1ccc(-c2cccc(Cl)c2)o1 | 49* | 8 | 32 | 9 | 53 | 9

Sorted by the number under PfGluPho inh (largest number first): some entries from above
Molecule | PfGluPho inh
COc1ccc(-n2ncc3c2CC(C)(C)CC3NC(=O)c2ccnn2C)cc1 (stereo not drawn) | 6
Cc1ccc(OCCC(=O)OC(C)C(=O)Nc2c(C)n(C)n(-c3ccccc3)c2=O)cc1 (stereo not drawn) | 2
Cc1ccc(S(=O)(=O)N2CCN(C(=O)[C@H](Cc3ccccc3)NC(=O)c3ccco3)CC2)cc1C | 0
COc1ccc(NC(=O)CCC2CCCC2)cc1OC | -2
N#Cc1ccc(Oc2cccc(C(=O)O)c2)cc1C#N | -11
COc1ccc(Cc2nn[nH]n2)cc1 | -13

(listing goes on)
Every second line gives: SENP8 block-1, UBC13 inh, SENP8 block-2, HKDC1 inhibitor, beta cell repl, SENP6 inh, SENP1 inh, PfGluPho inh, SENP7 inh
- N/C(=N\OC(=O)c1ccccc1)c1ccccn1
 : 92*, 9, 4, -7, -6, 96*, 2, -9, 98*
- COc1ccc2nc3n(c(=O)c2c1)-c1ccc(Cl)cc1C(=O)NC3Cc1ccc(O)cc1 (stereo not drawn)
 : ., ., 4, 1, ., ., 2, -10, .
- O=C1Nc2cc(C(=O)NCCCN3CCCC3)ccc2S/C1=C\c1ccccc1
 : 4, 19, -21, 1, -8, 12, -6, 105*, 5
- Cc1cccc(C(=O)N/N=C/c2cc(Br)c(Br)o2)c1
 : -12, -15, -23, 17, 0, -15, -30, -4, -13
- CSc1ccc(-c2nc(CSCC(=O)NC3CC3)c(C)o2)cc1
 : 2, -11, -114, -4, -2, -3, 4, 8, -4
- COc1ccc(F)cc1CN1CCN(C(=O)CCC(=O)Nc2nnc(C(C)C)s2)CC1
 : 4, 3, 3, -8, 0, 1, -2, -17, -2
- Cc1cc(=O)[nH]c2c(C)cc(S(=O)(=O)N3CCCCC3)cc12
 : -3, 5, -14, -4, 0, -13, 0, -7, 1
- CCCCCOc1ccc(C(=O)CCC(=O)NC(C)c2ccc(S(N)(=O)=O)cc2)cc1 (stereo not drawn)
 : 5, 4, -1, 5, -1, -2, 0, 15, -3
